# AmpC no deterg: blocks E. coli AmpC beta-lactamase in detergent-free assay | P00811 | AmpC nitrocefin hydrolysis, absorbance 480 nm, 0.0001% Triton | Potency, µM (top dose mostly 57.1 µM), inactives show at the top dose activity change, negative = inhibition, most hits filed as inhibitors | hit rate 0.52% among 330,000 | AID 485341;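 note: potency is the fitted concentration of half-maximal effect; plate controls were no compound for no effect and no enzyme for full effect; nearly all actives have a fitted effect of over 20% in size; some results filed as inactive show a strong effect at the top dose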
# Target sequence (P00811 whole entry, looked up): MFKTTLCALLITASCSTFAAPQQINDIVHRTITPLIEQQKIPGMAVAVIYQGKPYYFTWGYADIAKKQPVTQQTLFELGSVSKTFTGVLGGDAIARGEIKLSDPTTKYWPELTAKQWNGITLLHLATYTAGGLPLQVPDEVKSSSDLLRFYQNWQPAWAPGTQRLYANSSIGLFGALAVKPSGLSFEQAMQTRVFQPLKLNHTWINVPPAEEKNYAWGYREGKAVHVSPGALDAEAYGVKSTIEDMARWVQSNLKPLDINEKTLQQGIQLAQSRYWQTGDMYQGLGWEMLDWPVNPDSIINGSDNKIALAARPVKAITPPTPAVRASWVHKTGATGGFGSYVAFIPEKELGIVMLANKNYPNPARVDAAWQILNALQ
#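 20 mM phosphate pH 7.0 + 0.01% (detergent screen) or 0.0001% Triton X-100; 5.3 nM AmpC reagent; cpd preinc 15 min RT; nitrocefin (800 uM stock) to start; A480 q20 s × 4 min; Activity was normalised to no-enzyme and no-compound control wells.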
# LmPK inhibitor: blocks Leishmania mexicana pyruvate kinase activity; Q27686; purified LmPK, Kinase-Glo ATP luminescence, 1 h; Potency, µM (series often up to 57.5 µM), for the others: at the highest dose activity change, negative = inhibition, hits mostly inhibitors; hit rate 0.37% among 290,000; note: potency is the fitted concentration of half-maximal effect
# Target sequence (Q27686 whole entry, looked up): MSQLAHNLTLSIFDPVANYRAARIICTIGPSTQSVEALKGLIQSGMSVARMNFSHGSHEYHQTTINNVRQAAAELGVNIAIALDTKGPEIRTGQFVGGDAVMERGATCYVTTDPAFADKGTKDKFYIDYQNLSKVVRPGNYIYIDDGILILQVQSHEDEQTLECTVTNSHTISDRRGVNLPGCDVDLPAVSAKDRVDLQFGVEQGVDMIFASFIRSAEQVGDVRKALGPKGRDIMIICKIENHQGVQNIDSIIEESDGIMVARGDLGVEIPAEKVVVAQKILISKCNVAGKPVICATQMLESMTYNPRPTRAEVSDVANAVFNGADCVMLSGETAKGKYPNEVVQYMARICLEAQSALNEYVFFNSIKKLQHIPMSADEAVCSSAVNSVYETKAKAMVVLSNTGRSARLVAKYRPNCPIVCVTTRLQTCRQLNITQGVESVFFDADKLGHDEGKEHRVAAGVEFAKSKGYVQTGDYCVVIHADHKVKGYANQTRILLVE
#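 0.1 nM LmPK, 0.5 mM PEP, 0.1 mM ADP; 50 mM imidazole pH 7.2, 7 mM MgCl2, 50 mM KCl; 1 h RT. Kinase-Glo luminescence readout, normalized to no-enzyme (full inhibition) and uninhibited wells.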
# HCMV inh: human cytomegalovirus inhibition; HFF cells, HCMV-luciferase reporter, 72 h; hits give low values; activity change, negative = inhibition, % at 57.5 µM; hit rate 4.5% among 410,000; in the data active = activity change below about -60%; inconclusive = no clear call, values can overlap the other calls; inactive = above about -39%
#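 Steps: HFFs plated, 16 h 37C; compounds added; HCMV-luciferase added to MOI 1 PFU/cell; 72 h 37C; OneGlo reagent, 5 min room temperature; luminescence read, normalized to controls.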
# AmpC detergent: AmpC beta-lactamase inhibition with detergent present; P00811; AmpC hydrolysis of nitrocefin, absorbance 480 nm, 0.01% Triton; Potency, µM (series often up to 114 µM), without a hit: at the highest dose activity change, negative = inhibition, most hits filed as inhibitors; hit rate 0.041% among 370,000; AID 485294;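 note: potency is the fitted concentration of half-maximal effect; 0% = no-compound wells and -100% = no-enzyme wells; nearly all actives have a fitted effect of over 25% in size; some results filed as inactive show a strong effect at the top dose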
#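 AmpC (5.3 nM in the dispensed reagent) in 20 mM phosphate pH 7.0 with 0.01% (detergent screen) or 0.0001% Triton X-100 was preincubated with compounds for 15 min at room temperature. Nitrocefin was then added from an 800 uM solution, and hydrolysis was followed at 480 nm.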
# HCV inhibitor: blocks hepatitis C virus; Huh7.5.1 HCVcc-Cre infection, luciferase reporter, 44 h; hit rate 3.4% among 340,000; Potency, µM (doses to about 41.8 µM), for the others: top-dose activity change, negative = inhibition, hits mostly inhibitors; note: potency is the fitted concentration of half-maximal effect
#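 Luciferase read-out (15 sec integration) after a 15 min room-temperature substrate step quantifies HCVcc-Cre infection. Cells, 1,000 per well, had compound added 4 h post-plating, then virus at ~0.5 moi, and were cultured 44 h.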
# AMA1-RON2 inh: AMA1-RON2 (P. falciparum) interaction inhibition; AlphaScreen AMA1-biotinylated RON2 peptide binding; Potency, µM (top dose mostly 58.2 µM), for inactives: at the highest dose activity change, negative = inhibition, hits mostly inhibitors; hit rate 0.2% among 360,000; AID 720542;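 note: potency is the fitted concentration of half-maximal effect; 0% = vehicle wells and -100% = peptide control; nearly all actives have a fitted effect of over 45% in size; some results filed as inactive show a strong effect at the top dose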
#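 AMA1 (3D7) with his tag at 25 nM final met compounds first, then biotinylated RON2 peptide at 25 nM; detection used donor plus acceptor beads, 10 µg/mL apiece, read by AlphaScreen after 30 min at room temperature.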
# TbPYK inhibitor: blocks Trypanosoma brucei pyruvate kinase. hit rate 0.12% among 410,000. Q57TT1. Potency, µM (highest dose often 76.8 µM), without a hit: at the highest dose activity, negative = inhibition, actives largely listed as inhibitors. TbPYK enzyme, Kinase-Glo Plus ATP luminescence, 45 min; note: potency is the fitted concentration of half-maximal effect; nearly all actives have a fitted effect of over 50% in size
#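 T. brucei PYK with substrate was exposed to pin-transferred compounds across a concentration series, then started with 130 uM ADP (final). After 45 min at room temperature, Kinase-Glo Plus luminescence was read, normalized and curve-fitted.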
# * = called active by the depositor; u = inconclusive; x = no result given; [ ] = another dose, or the depositor's remark. Unless noted, calls come from the whole dose curve; as a rule, active = well fitted curve in the direction sought with a large enough effect; inconclusive = small, poorly fitted or top-dose-only effect, or another doubt; inactive = no such curve, though single readings can be large; an effect the other way counts as inactive or inconclusive. Unless noted, % is set by controls: 0 for no effect and ±100 for the full control effect.
SMILES,AmpC no deterg,LmPK inhibitor,HCMV inh,AmpC detergent,HCV inhibitor,AMA1-RON2 inh,TbPYK inhibitor
C=CCn1c(=S)[nH]c2nc3c(cc2c1=O)CCCC3,-16%,-10%,47,1%,u,10%,-3%
COc1ccc(C)cc1NS(=O)(=O)c1ccc2oc(=O)c3ncn(C)c3c2c1,x,x,3,24%,x,x,-14%
Cc1ccc(-c2cc(Cc3ccccn3)c(=O)[nH]n2)cc1,-23%,0%,29,3%,6%,-7%,-3%
Cc1c(C(C)(C(=O)O)c2c(C)n(C)c3ccccc23)c2ccccc2n1C,-25%,1%,36,-10%,x,x,x
COc1ccc(-c2c(C#N)c(SCC(=O)Nc3ccc(C)c(C)c3)nc(C)c2C(=O)Nc2ccc(Cl)cc2)cc1,x,x,0,0%,x,x,4%
COc1ccc(/C(O)=C(\C#N)c2nc3ccccc3n2C)cc1OC,-4%,-1%,45,-5%,-10%,19%,-1%
Cc1ccc(OCc2nn3c(-c4n[nH]c5c4CCC5)nnc3s2)cc1,-9%,8%,x,3%,x,x,x
CCOc1ccc(CNC2CCCCCCC2)cc1OC,-12%,1%,-13,0%,-23%,-1%,-1%
CCN(CC(=O)Nc1c(F)cccc1F)C(=O)c1ccc(S(=O)(=O)N2CCCCC2)cc1,-18%,x,-16,-20%,-12%,5%,-7%
O=C(NCCSc1c[nH]c2ccccc12)c1ccc(Br)o1,-26%,2%,-3,-5%,-19%,-12%,-1%
CCc1ccc(C(=O)c2cn(CC(=O)NCCc3ccc(OC)c(OC)c3)c3nc(C)ccc3c2=O)cc1,x,x,5,0%,x,x,4%
Cc1ccc(CCN2CC(C(=O)N3CCC4(CC3)OCCO4)CC2=O)cc1 (stereo not drawn),3%,1%,53,-2%,8%,-15%,-4%

# 3 compounds picked at random from those above, as already listed:
SMILES,AmpC no deterg,LmPK inhibitor,HCMV inh,AmpC detergent,HCV inhibitor,AMA1-RON2 inh,TbPYK inhibitor
COc1ccc(C)cc1NS(=O)(=O)c1ccc2oc(=O)c3ncn(C)c3c2c1,x,x,3,24%,x,x,-14%
Cc1c(C(C)(C(=O)O)c2c(C)n(C)c3ccccc23)c2ccccc2n1C,-25%,1%,36,-10%,x,x,x
Cc1ccc(OCc2nn3c(-c4n[nH]c5c4CCC5)nnc3s2)cc1,-9%,8%,x,3%,x,x,x

# Next section
SMILES,AmpC no deterg,LmPK inhibitor,HCMV inh,AmpC detergent,HCV inhibitor,AMA1-RON2 inh,TbPYK inhibitor
COC(=O)C(CC(=O)c1ccc(C)cc1)n1cccn1 (stereo not drawn),-3%,-5%,-12,-5%,3%,2%,2%
O=C(CN1CC=C(c2ccccc2)CC1)Nc1c(Cl)cccc1Cl,-6%,0%,-15,-12%,-14%,-9%,1%
COC(=O)[C@H](CCSC)NC(=O)Cn1cnc2c(SC)nc(N)nc21,-10%,x,-5,x,13%,-5%,0%
Cc1ccc(-c2csc3nc4ccc(C(=O)NCCO)cc4c(=O)n23)cc1,38%,6%,-90*,2%,-23%[8.37 µM],14%,1%
CC(=O)Nc1cccc(NC(=O)CCn2c(=O)sc3ccccc32)c1,-24%,5%,24,-2%,2%,0%,4%
Cc1ccc(-c2nnc(COC(=O)c3cc(=O)[nH]c4ccccc34)o2)cc1,-25%,9%,36,-7%,x,18%,0%
CCc1cc(C(=O)N(C)CC(=O)Nc2c(Cl)cccc2Cl)sc1C,-18%,x,-67*,1%,-27%,1%[11.6 µM],1%
Cc1ccc(S(=O)(=O)N2CCC(C(=O)N3CCC(C(=O)NCC4CCCO4)CC3)CC2)cc1 (stereo not drawn),63%[activator],-1%,14,4%,14%,0%,1%
OC[C@@H]1[C@@H](c2ccccc2)C(c2ccccc2)=NN1c1ccccc1,-29%,x,8,x,-17%,66%[activator],1%
CCc1ccc(CCC(=O)Nc2nc(CC(C)=O)ns2)o1,17%,3%,34,-15%,u,41%[activator],-2%
O=C(C1CCCN(CCCc2ccccc2)C1)N1CCCCCC1 (stereo not drawn),-10%,-5%,-27,-5%,29%,-16%,-14%
CN(CC(=O)NNC(=O)CCNS(=O)(=O)c1ccccc1)S(=O)(=O)c1ccc(Cl)cc1,-23%,x,-14,-16%,6%,40%[activator],8%
O=C1NC[C@H](CCCCN2C[C@H](Cc3ccccc3)N(CCc3ccc(O)cc3)C(=O)C2=O)N(CCc2ccc(O)cc2)C1=O,x,x,-19,x,x,2%,-3%
COc1ccc(CNC(=O)C(C)Cc2ccccc2)cc1O (stereo not drawn),-5%,5%,-29,-8%,u,5%,1%
NC(=O)c1ccc(NC(=O)COC(=O)C2CC3C=CC2C3)cc1 (stereo not drawn),-15%,x,1,x,2%,12%,-2%
CCOCCCNC(=O)C(NC(=O)c1ccc(NC(C)=O)cc1)c1ccc(C)cc1 (stereo not drawn),18%,0%,26,-5%,4%,21%,0%
CC1(C)C=Cc2c(c3c(c4c(=O)c(-c5ccc(O)cc5)coc24)OC(C)(C)CC3)O1,-38%,u,-20,u,-60%,0%,-8%
O=C(Nc1ccc(N2C(=O)C3C4C=CC(C4)C3C2=O)cc1)Nc1nnc(C(F)(F)F)s1 (stereo not drawn),-46%,1%,6,-12%,10%,-7%,-8%
COc1ccccc1-n1cnnc1SCC(=O)Nc1ccccc1,-8%,1%,18,-5%,23%,4%,3%
CN(CC(=O)Nc1ccc(F)cc1)C(=O)CSc1nc2ncc(Cl)cc2[nH]1,-56%,-5%,31,-1%,11%,5%,21%
CCc1nc2c(OCc3ccc(Cl)cc3Cl)cccn2c1N(C)C(=O)C1CC1,x,x,17,x,x,-18%,3%
Cn1cc(S(=O)(=O)c2cccc(Cl)c2)c(=O)c2cc(F)c(N3CCCCCC3)cc21,x,x,u,-3%,x,x,0%
CCc1cccc(NC(=O)CCc2c(C)nc3c(-c4ccccc4)c(C)nn3c2C)c1,x,x,-5,u,x,x,-5%
CC1CCCC(C)N1C(=O)COC(=O)c1ccc(Br)c(S(=O)(=O)N2CCOCC2)c1 (stereo not drawn),57%,x,-22,x,-6%,-13%,4%
O=C(Cc1ccccc1)c1ccc(N2CCOCC2)cc1,x,x,27,x,-10%,-15%,-21%
COc1cccc(C(=O)Cn2c(=N)n(C)c3ccccc32)c1,57%,-11%,12,-11%,-21%,-10%,3%
NCCCC[C@H](NC(=O)C1CCNCC1)c1nnc([C@@H](N)Cc2ccc(O)cc2)o1,-15%,-3%,5,-4%,8%,116%[activator],-4%
CCc1cccc(C)c1N(C(=O)Cn1c(COC)nc2ccccc21)C(C)COC (stereo not drawn),106%[activator],0%,-6,4%,-4%,-6%,-2%
Cc1oc2ncnc(N3CCOCC3)c2c1C(=O)N(Cc1ccccc1)C(C)C,x,x,-31,-1%,x,x,1%
COC(=O)c1sc(NC(=O)c2cc3nc(-c4ccc(Br)cc4)cc(C(F)(F)F)n3n2)c(C(=O)OC)c1C,x,x,-1,-1%,x,x,3%
Cc1ccc2c(c1)c1nnc(SCC(=O)N3CCN(c4ccc(F)cc4)CC3)nc1n2CC(=O)O,-6%,1%,11,-14%,0%,-5%,u
CC(=O)Oc1ccc(C2=NN(c3ccccc3)C(c3ccccc3)C2)cc1 (stereo not drawn),-21%,0%,153,0%,u,117%[activator],-1%
O=C(CN1CCN(c2ccccn2)CC1)Nc1ccc(F)cc1F,5%,-7%,-17,3%,14%,0%,-3%
CC(C)=CCN1CCN(Cc2cc3ccccc3[nH]2)CC1CCO (stereo not drawn),-22%,-2%,47,u,8%,-2%,-4%
CC(=O)Nc1ccc(NC(=O)C2CC(=O)N(c3cccc(C)c3C)C2)cc1 (stereo not drawn),88%[activator],1%,33,-10%,-1%,2%,-12%
OCCCNC(=S)Nc1ccc(Br)cc1Cl,-8%,-1%,55,10%,21%,-9%,3%
NC1=NC(c2ccccc2C(F)(F)F)N(c2ccc(F)c(Cl)c2)C(N)=N1 (stereo not drawn),-10%,4%,u,-6%,-5%,-11%,2%
COc1cccc(S(=O)(=O)Nc2ccc(C(=O)NCc3ccco3)cc2)c1,-26%,7%,-2,4%,3%,-7%,-2%
O=C1c2cccnc2C(=O)N1Cc1ccc(S(=O)(=O)NCc2ccco2)cc1,-16%,2%,9,-9%,12%,39%[activator],5%
CCc1c(C)nc2ncnn2c1NCCc1ccccc1,-12%,2%,-35,-5%,28µM*,-8%,2%
O=C(Cc1ccccc1)NCCS(=O)(=O)N1CCN(c2ccccc2)CC1,0%,x,-20,u,1%,7%,1%
O=C(N/N=C1\CCCc2ccccc21)c1cccc(Br)c1,-37%,-4%,-33,-5%,u,47%[activator],6%
COc1ccc(CC2c3cc(OC)c(OC)cc3CC[N+]2(C)CCC(=O)OCCCCCOC(=O)CC[N+]2(C)CCc3cc(OC)c(OC)cc3C2Cc2ccc(OC)c(OC)c2)cc1OC (stereo not drawn),145%[activator],x,-16,u,u,7%,12%
Cc1ccc(C(=O)NC(=S)N(C)Cc2ccccc2)cc1,x,x,2,x,2%,61%[activator],1%
Cc1cc(C)cc(NC(=O)CSCc2cc(=O)c3cc(Cl)ccc3[nH]2)c1,x,x,3,-6%,x,x,-11%
O=C(Cc1ccccc1)NNC(=O)c1cnccn1,-14%,-1%,95,u,-3%,56%[activator],-3%
CCN(Cc1ccccc1)C(=O)c1cnn(-c2ccc(F)cc2)c1-n1cccc1,x,x,-14,15%,x,x,1%
Cc1csc(NC(=O)CSc2[nH]c(=O)ncc2C)n1,-17%,x,2,-4%,14%,7%,-5%
CCOc1ccc(CNS(=O)(=O)c2cc(-c3cc(C)no3)ccc2C)cc1OC,x,x,0,-4%,x,x,6%[15.4 µM]
COCCCNC(=O)CSc1nc2cc(S(=O)(=O)N3CCCCC3)ccc2o1,8%,x,-21,-10%,2%,-2%,4%
COc1ccc(Cn2c(-c3ccc(OC)c(O)c3)nc3ccccc32)cc1O,2%,-3%,14,-2%,-4%,-8%,-4%
Cc1c2ccccc2nc2c(F)c(NCCO)c(F)c(F)c12,51%,2%,64,u,u,u,2%
Cc1ccccc1Nc1nc(N)nc(COC(=O)c2ccco2)n1,-18%,x,21,x,u,0%,-10%
Cc1cc(NC(=O)CSc2n[nH]c(N)n2)no1,-19%,-2%,-21,-2%,1%,-9%,-3%
Cc1n[nH]c(=O)nc1NC1CCCCC1,-17%,-2%,18,u,-18%,-5%,-5%

# Single entries from the results shown.
# For HCV inhibitor, COCCCNC(=O)CSc1nc2cc(S(=O)(=O)N3CCCCC3)ccc2o1 is entered as 2%
# For AmpC detergent, CCOc1ccc(CNS(=O)(=O)c2cc(-c3cc(C)no3)ccc2C)cc1OC is entered as -4%

# This is a random part of the collection; 7.5% or so of the library scored in one or more.
